Bioassay records from PubChem.
EBNA-1 inhibitor: blocks EBNA-1 binding to DNA; EBNA-1 DNA binding, fluorescence polarization; inhibition, % at 14.8 µM; 300,000 compounds, 0.34% hits; AID 1950; in the data active = inhibition above about 28%
PREPL inhibitor: inhibitors of human prolyl oligopeptidase-like enzyme PREPL; Q4J6C6; recombinant PREPL, fluorescence polarization activity-based probe; inhibition, % at 5.96 µM; 320,000 compounds, 0.68% hits; in the data active = inhibition above about 43%;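 note: 0% = enzyme with DMSO and 100% = wells lacking enzyme; many of its hits are not listed in these tables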
core dimer inh: HCV core protein dimerization inhibition; TR-FRET GST/Flag-core106 dimerization, 1536-well; 300,000 compounds, 0.33% hits; AID 1899; inhibition, % at 5 µM;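 active = inhibition above the mean of all tested compounds plus 3 SD, set per screening campaign, cut at about 45% in these data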
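Assay system: GST-tagged and Flag-tagged HCV core protein residues 1-106 / Times: compound-protein-antibody incubation 4 h at 22.5 °C / Signal: time-resolved FRET, ex 340 nm, em 617 and 671 nm / Evaluation: % inhibition based on acceptor/donor emission ratio / Benchmarks: wells lacking GST-core106 and wells with excess unlabelled core106 / Repeats: singlicate, one well per compound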
PP5 inh: PP5 (human) phosphatase inhibition | P53041 | purified PP5c, OMFP substrate fluorescence | inhibition, % at 6.7 µM | 320,000 compounds, 0.18% hits;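 active = inhibition above the campaign's mean inhibition across all tested compounds plus 3 SD, cut at about 9.5% in these data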;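 note: 0% = DMSO only and 100% = 100 µM cantharidin control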
Fh CTSL1 inh: cathepsin L1 inhibition, PFM18AAP counter-screen. recombinant F. hepatica cathepsin L1, Z-Leu-Arg-MCA fluorescence. inhibition, % at 5.96 µM. 300,000 compounds, 0.49% hits. AID 1906;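 active = inhibition above the mean of all tested compounds plus 3 SD, set per screening campaign, cut at about 17% in these data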;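 note: 0% = plate median of test compound wells and 100% = 1 µM Z-Phe-Ala-diazomethylketone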
ZTA DNA inh: blocks Epstein-Barr virus ZTA, an EBNA-1 counter-screen | AID 2234 | 320,000 compounds, 0.15% hits | ZTA-DNA binding, fluorescence polarization | inhibition, % at 11 µM; in the data active = inhibition above about 33%
Target sequence (P03206 whole entry, looked up): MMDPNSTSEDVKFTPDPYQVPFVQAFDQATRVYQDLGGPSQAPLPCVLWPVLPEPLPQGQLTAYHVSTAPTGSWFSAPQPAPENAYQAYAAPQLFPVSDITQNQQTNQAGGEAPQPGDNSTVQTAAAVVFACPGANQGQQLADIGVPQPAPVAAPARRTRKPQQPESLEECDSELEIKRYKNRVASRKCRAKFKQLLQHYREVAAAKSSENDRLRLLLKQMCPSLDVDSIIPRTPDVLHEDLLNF
PP1 counter: counter-screen for PP5 inhibitors: inhibitors of human PP1-alpha; P62136; purified PP1alpha, OMFP fluorescence; inhibition, % at 6.7 µM; 320,000 compounds, 0.9% hits; AID 2235;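 active = inhibition above the mean inhibition of all tested compounds plus 3 SD, computed separately for each screening campaign, cut at about 15% in these data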
Target sequence (P62136 whole entry, looked up): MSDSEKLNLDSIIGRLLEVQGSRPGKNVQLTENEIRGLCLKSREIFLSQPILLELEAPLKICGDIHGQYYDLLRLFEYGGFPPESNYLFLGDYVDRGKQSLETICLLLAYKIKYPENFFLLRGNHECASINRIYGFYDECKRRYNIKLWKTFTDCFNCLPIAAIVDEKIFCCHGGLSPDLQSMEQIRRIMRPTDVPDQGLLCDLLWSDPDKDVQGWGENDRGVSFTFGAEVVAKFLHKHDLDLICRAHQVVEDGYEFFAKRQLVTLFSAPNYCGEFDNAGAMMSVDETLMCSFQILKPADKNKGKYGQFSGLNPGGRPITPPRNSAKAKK
TPT1 inhibitor: blocks Candida albicans tRNA 2'-phosphotransferase; AID 1962; 300,000 compounds, 0.81% hits; inhibition, % at 5 µM; recombinant caTPT1, FP RNA substrate dephosphorylation;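 active = inhibition above the mean of all tested compounds plus 3 SD, set per screening campaign, cut at about 24% in these data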;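 note: plate controls were DMSO alone for no effect and ferristatin control at 100 nM for full effect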
Efflux pump mplx: antifungal efflux pump inhibition, Nile Red retention; S. cerevisiae Candida pump triplex; 330,000 compounds, 0.44% hits; inhibition, % at 10 µM;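 active = plate passing quality check with inhibition over a set limit, or well fluorescence over plate mean plus 4 SD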;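 note: Nile Red retained in pooled yeast measured as flow cytometry median fluorescence; 0% = buffer negative control and 100% = Enniatin B positive control; higher means more Nile Red kept so more efflux inhibition; some compounds called inactive have numbers as strong as hits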
Active calls of the source: *; · = not tested or not shown. A portion of the library; count on the stated rates, not on these rows.

SMILES	EBNA-1 inhibitor	PREPL inhibitor	core dimer inh	PP5 inh	Fh CTSL1 inh	ZTA DNA inh	PP1 counter	TPT1 inhibitor	Efflux pump mplx
O=C(C(=O)N1CCN(C(=O)c2ccco2)CC1)c1c[nH]c2ccccc12	-2	-2	-3	2.1	-1	-6	1	-1	0.1
CCCCN(C)CCNC(=O)c1nn(-c2ccc(OC)cc2)c(=O)c2c1c1ccccc1n2C	-1	-18	-8	1.5	-3	-7	-3	-2	-0.1
O=S1(=O)N=C(N(CCO)/N=C/c2ccncc2)c2ccccc21	-14	-2	1	2.3	2	-7	-5	-7	0.0
CCN1CCN(S(=O)(=O)c2ccc(OC)c(NC(=O)c3ccccc3F)c2)CC1	-3	-3	-2	1.1	5	8	-3	-2	0.1
CCN(CC)CCCNC(=O)CCC(=O)NNc1nc2ccccc2c2nc(C)nn12	-3	5	-12	2.2	1	-17	1	-2	-0.1
CN(C(=O)c1nn(C)c2c1CSc1ccccc1-2)c1ccc(F)cc1	12	25	-9	0.4	5	-4	2	-3	1.6
O=C(COC(=O)c1cccnc1Nc1cccc(C(F)(F)F)c1)NCc1ccc2c(c1)OCO2	-11	-6	0	1.5	-1	8	-3	-1	0.0
c1ccc2c(C3=NNC(=NC4CC4)SC3)c[nH]c2c1	16	12	-8	-1.6	3	6	-2	2	0.0
CC(C)C(NS(=O)(=O)c1ccccc1)C(=O)N1CCCC1 (centres undefined)	-21	5	-12	0.3	1	-6	-1	-3	0.7
Cc1nnc(NC(=O)CSc2nnc(Cc3cccn3C)n2-c2cccc(C)c2C)s1	3	-9	-5	2.2	1	-1	1	0	-0.1
CCCCNC(=S)N1CCN(c2nc3ccccc3s2)CC1	-17	9	12	1.8	-3	-4	-5	0	0.5
COc1ccc(C(CNC(=O)c2oc3ccc(C)cc3c2C)N2CCCCC2)cc1 (centres undefined)	4	12	-4	3.5	0	-12	0	0	0.2

Ordered by length of the SMILES (rising): three of the compounds above
SMILES	EBNA-1 inhibitor	PREPL inhibitor	core dimer inh	PP5 inh	Fh CTSL1 inh	ZTA DNA inh	PP1 counter	TPT1 inhibitor	Efflux pump mplx
O=C(C(=O)N1CCN(C(=O)c2ccco2)CC1)c1c[nH]c2ccccc12	-2	-2	-3	2.1	-1	-6	1	-1	0.1
CCCCN(C)CCNC(=O)c1nn(-c2ccc(OC)cc2)c(=O)c2c1c1ccccc1n2C	-1	-18	-8	1.5	-3	-7	-3	-2	-0.1
O=C(COC(=O)c1cccnc1Nc1cccc(C(F)(F)F)c1)NCc1ccc2c(c1)OCO2	-11	-6	0	1.5	-1	8	-3	-1	0.0

Carrying on.
SMILES	EBNA-1 inhibitor	PREPL inhibitor	core dimer inh	PP5 inh	Fh CTSL1 inh	ZTA DNA inh	PP1 counter	TPT1 inhibitor	Efflux pump mplx
O=C(O)c1cc(S(=O)(=O)N2CCN(C(=O)c3ccco3)CC2)c(Cl)cc1Cl	3	-3	-2	1.3	-5	27	-8	-1	0.0
O=C1CSc2ccc(S(=O)(=O)N3CCN(c4ccccc4F)CC3)cc2N1	-1	-38	9	0.6	0	-1	1	28*	0.1
NC(=O)c1ccc(Oc2ccc3c(c2)CCC3)c([N+](=O)[O-])c1	-15	4	-2	6.1	-1	9	3	-4	0.1
Cc1ccc(OCc2n[nH]c(=S)n2C2CCCCC2)cc1	-3	-7	-2	2.7	-2	-8	0	-5	0.0
COc1ccc(NC(=O)CCNS(=O)(=O)c2cc(Br)cnc2N)c(OC)c1	6	3	1	0.7	3	0	0	1	-0.2
COc1ccc(-c2c3c(=O)n(C)c(=O)n(C)c3cn2-c2ccc(O)cc2)cc1	3	8	2	4.7	-3	-7	-5	-1	-0.1
CCN(CC)CCN(C)C(=O)c1ccc(OC2CCN(C(=O)C3CC3)CC2)cc1	-9	9	1	0.8	4	8	-2	-9	0.0
O=C(O)CCc1ccc(-c2cccs2)n1NC(=O)c1cccs1	-19	14	-14	0.1	1	14	-4	1	0.2
O=C1CC(c2nc3ccccc3[nH]2)CN1c1ccccc1 (centres undefined)	4	-2	1	-1.3	-3	13	-3	-4	-0.1
CC(=O)Nc1ccc(-c2nc3cc(Cl)ccc3o2)cc1	3	-10	-4	-1.0	2	7	3	-3	0.0
Cc1cc(-c2ccccc2)n(-c2ccc(C(=O)NC(C)C)cc2)n1	1	-9	2	1.6	2	4	-2	1	-0.1
c1ccc2c(C[n+]3csc4ccccc43)cccc2c1	9	5	-1	-0.5	3	-8	6	-4	0.0

A second format for 4 compounds above.
Screens in order: EBNA-1 inhibitor	PREPL inhibitor	core dimer inh	PP5 inh	Fh CTSL1 inh	ZTA DNA inh	PP1 counter	TPT1 inhibitor	Efflux pump mplx
CCN(CC)CCN(C)C(=O)c1ccc(OC2CCN(C(=O)C3CC3)CC2)cc1
 : -9	9	1	0.8	4	8	-2	-9	0.0
O=C(O)CCc1ccc(-c2cccs2)n1NC(=O)c1cccs1
 : -19	14	-14	0.1	1	14	-4	1	0.2
O=C1CC(c2nc3ccccc3[nH]2)CN1c1ccccc1 (centres undefined)
 : 4	-2	1	-1.3	-3	13	-3	-4	-0.1
CC(=O)Nc1ccc(-c2nc3cc(Cl)ccc3o2)cc1
 : 3	-10	-4	-1.0	2	7	3	-3	0.0

(further entries)
SMILES	EBNA-1 inhibitor	PREPL inhibitor	core dimer inh	PP5 inh	Fh CTSL1 inh	ZTA DNA inh	PP1 counter	TPT1 inhibitor	Efflux pump mplx
CCOC(=O)CNC(=O)Cn1c(C)cc2ccccc2c1=O	4	-1	-6	0.6	3	7	2	-4	0.0
COC(=O)c1c(NC(=O)CCCC(=O)O)sc2c1CCC2	-4	11	2	1.1	1	11	0	3	0.1
COc1cccc(CNCc2cccnc2)c1OCc1ccccc1	-2	-19	1	1.1	2	12	-1	2	0.0
CCc1ccc(CN2CC(C(=O)O)CC2=O)cc1 (centres undefined)	-6	7	-1	1.0	-3	-4	-2	1	0.0
Cc1cc(C)cc(-c2nnc(SCC(=O)N3CCN(C(=O)c4ccco4)CC3)o2)c1	9	-22	1	0.3	2	5	-4	-2	-0.1
CCC1Oc2ccccc2N(CC(=O)NCCCN2CCCC2)C1=O (centres undefined)	-1	2	7	-2.7	3	22	-3	-1	0.0
C=CCc1cccc2cc(C(=O)OCC(=O)c3ccccc3)c(=O)oc12	-5	15	5	0.7	4	-8	-3	-6	-0.2
COC(=O)c1cc(S(=O)(=O)N2CCOCC2)ccc1Sc1ccccc1N	-13	14	4	3.0	6	-7	-1	1	0.1
O=C(c1nn2cccnc2c1Cl)N1CCN(c2ccccc2)CC1	-5	-2	-2	3.4	1	10	-2	0	-0.1
CCOC(=O)N1CCN(C2=Nc3cccc4cccc2c34)CC1	6	10	-10	1.4	1	9	-5	-10	0.0
O=C(NNC(=O)c1sccc1-n1cccc1)c1ccccc1	-2	6	0	0.2	-2	0	0	2	-0.2
Cc1sc2c(c1C)C(=O)NC(c1ccccc1F)N2 (centres undefined)	0	-1	8	-0.5	1	8	-1	3	-0.1

Entries of single compounds from above. Order of values: EBNA-1 inhibitor | PREPL inhibitor | core dimer inh | PP5 inh | Fh CTSL1 inh | ZTA DNA inh | PP1 counter | TPT1 inhibitor | Efflux pump mplx
O=C(COC(=O)c1cccnc1Nc1cccc(C(F)(F)F)c1)NCc1ccc2c(c1)OCO2 reads -11 | -6 | 0 | 1.5 | -1 | 8 | -3 | -1 | 0.0
CCN(CC)CCN(C)C(=O)c1ccc(OC2CCN(C(=O)C3CC3)CC2)cc1 reads -9 | 9 | 1 | 0.8 | 4 | 8 | -2 | -9 | 0.0
COc1cccc(CNCc2cccnc2)c1OCc1ccccc1 reads -2 | -19 | 1 | 1.1 | 2 | 12 | -1 | 2 | 0.0

Further results follow:
SMILES	EBNA-1 inhibitor	PREPL inhibitor	core dimer inh	PP5 inh	Fh CTSL1 inh	ZTA DNA inh	PP1 counter	TPT1 inhibitor	Efflux pump mplx
Cc1ccc(S(=O)(=O)NNC(=O)c2cccnc2)cc1	10	-2	-3	-0.6	-1	-5	-1	-3	-0.1
COc1cccc(-c2cc(C(=O)Nc3nc4ccccc4s3)c3ccccc3n2)c1	4	2	3	1.9	2	-1	4	-1	0.0
CC(C)OCC(O)CN (centres undefined)	-3	-7	-6	1.9	-2	12	-1	2	0.0
CCCN1C(=O)N(C)C(N(O)C(=O)NC)C1(C)C (centres undefined)	-10	21	-9	2.0	-2	1	-1	-4	0.0
COc1cc(-c2noc(C)c2C#Cc2nccn2C)cc(OC)c1OC	6	4	13	0.7	4	-11	0	-1	0.0
Cc1ccc(C=C2C(Cl)=C(Cl)C(Cl)=C2Cl)cc1	1	-14	21	-0.5	-1	7	3	5	-0.1
O=C(CCS(=O)(=O)Cc1ccccc1)Nc1nnc(C(F)(F)F)s1	-3	4	6	-3.2	2	1	-1	0	0.0
CN(CC(=O)Nc1ccccc1Cl)C(=O)Cn1cnc2ccc(Cl)cc2c1=O	·	24	·	5.8	·	-9	0	·	0.0
Oc1ccc2ccccc2c1C=Nc1cc(C(F)(F)F)ccc1N1CCCC1	0	4	8	-1.6	-1	-2	-1	11	0.0
C/C(N)=C(/C#N)C(=O)CSc1ccc2c(c1)OCCO2	-7	18	-5	2.9	-1	2	-4	1	0.1
COC(=O)c1cnn(-c2cc(Oc3cccc(C)c3)ncn2)c1N	5	21	4	-0.1	2	14	3	-4	0.0
O=C(Nc1cc(SCC(O)CO)cc([N+](=O)[O-])c1)c1ccc(-n2cnnn2)cc1 (centres undefined)	-2	-12	-22	0.0	5	-9	-1	8	0.0
Cc1ccc(-c2nnc(NC(=O)C3=COCCO3)o2)c(C)c1	10	2	2	0.8	1	2	-2	0	0.1
COc1ccc(Cl)cc1S(=O)(=O)NCc1cccnc1	7	-1	-5	-1.9	1	-9	0	1	0.1
Cc1ccc(CN2CCC(C(=O)Nc3cccc(-c4cccc(F)c4)c3)CC2)o1	-21	-5	-5	2.3	-1	0	-2	4	0.2
O=C(CSc1nnc(-c2cccs2)o1)N1CCCc2ccccc21	5	-3	5	-2.6	-2	-11	-2	-3	-0.2
Cc1ccc(S(=O)(=O)N2CCCCC2)cc1NC(=O)CSc1ccc2c(c1)OCCO2	-2	9	29	4.9	-3	3	4	-1	0.0
Cc1ccc(CNc2ccc(N3C(=O)CCCC3=O)cc2[N+](=O)[O-])cc1	7	12	-9	1.4	4	-8	2	-1	-0.1
O=C(COC(=O)c1cccnc1)Nc1ccc2c(c1)OCO2	0	4	8	0.8	-5	-7	-2	-1	0.1
Cc1ccc(C(=O)CSc2nc3cc(S(=O)(=O)N4CCOCC4)ccc3o2)cc1	-7	27	12	2.6	1	8	3	2	0.3
CCOC(=O)c1cc2c(ccn2C)n1Cc1ccccc1Cl	3	4	1	1.5	6	6	0	-11	-0.1
CCOC(=O)CCn1c(=O)c2c(nc(Br)n2Cc2ccccc2)n(C)c1=O	6	10	4	-1.0	8	-5	-4	-2	0.1
COc1ccc(OCC(O)CN2CCc3ccccc3C2)cc1 (centres undefined)	-2	2	2	-0.5	-2	17	-7	-4	0.0
C=CCC1Cc2c(Br)cccc2C(CC=C)N1 (centres undefined)	4	31	-6	-3.0	-2	-13	0	-2	0.0
